West Nile virus CPE = West Nile virus antiviral activity, cell-based, CPE readout (AID 1621). West Nile virus-infected cells, CPE inhibition; higher % means a stronger effect. one-dose CPE inhibition, % at 10 µM; IC50 in µM for titrated hits. hit rate 0.02% among 290,000; in the data active = a potency from the dose series; inconclusive = CPE inhibition mostly from about 3.7% at the one dose, without a potency; inactive = the rest, 99 in 100 with CPE inhibition below about 2.2%; note: strong numbers were not always called active
SV40 large T antigen = SV40 large T antigen inhibitors, biochemical (AID 1903); inhibition, % at 20 µM; hits with a dose series show IC50 in µM; SV40 large T antigen ATPase/helicase inhibition assay; higher % means a stronger effect; hit rate 0.39% among 310,000; in the data active = a potency from the dose series; inconclusive = inhibition mostly from about 32% at the one dose, without a potency; inactive = the rest, 99 in 100 with inhibition below about 32%; note: strong numbers were not always called active
T cell HTS = modulators of CD8 T cell-vesicle binding, primary screen, mouse 2C CD8+ T cells, flow cytometry. 2C CD8+ T cell-vesicle binding; active compounds read low. calls only at 7 µM. hit rate 0.068% among 330,000. AID 2052, 2009;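 active = response, share of CD8 T cells binding vesicles, and their 90th percentile fluorescence all below set limits, cut at about 80% in these data, passing the limit was not always enough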
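Material: 2C TCR transgenic mouse naive CD8+ T cells, MACS-purified. Also added: QL9-charged Drosophila Ld/ICAM-1/B7-1 vesicles. Timing: binding 1.5 h at 37 °C. Measured by: high-throughput flow cytometry with anti-B7-1 and anti-CD8 staining. Read-out: percent CD8+ FL2 mean versus row control. Controls: Unloaded micro-vesicles (low), QL9 vesicles with 0.7% DMSO (high).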
WT yeast gro inh = growth inhibition of WT strain, primary screen, mitochondrial fusion inhibitor project, WT and mutant strains, chemical genetic; mitochondrial fusion phenotypic screen; hit rate 2.1% among 190,000; AID 1362, 2008; inhibition, % at 10 µM; in the data active = inhibition above about 58%; tested in S. cerevisiae
MgcRacGAP inhibition = MgcRacGAP GTPase-activating activity inhibitors, confirmation, biochemical, ADP Hunter fluorescence. Rac GTPase-activating protein 1 (Homo sapiens). MgcRacGAP-stimulated Rac1 GTP hydrolysis, ADP Hunter fluorescence; higher % means a stronger effect; GST-tagged Rac1 F28L mutant substrate. inhibition, % at 30 µM, or IC50 in µM where a hit was titrated. hit rate 0.6% among 340,000;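 active = first-screen hits whose inhibition reached a set limit at any dose in the follow-up dose series; inconclusive = inhibition above the set first-screen limit but never retested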;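 note: fluorescence reports GDP produced by GAP-driven GTP hydrolysis; strong numbers were not always called active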
RSV CPE inhibition = RSV antiviral activity via CPE protection, HEp-2 cells, primary 10 µM value included (AID 2391); HEp-2 cells, RSV-induced CPE inhibition; higher % means a stronger effect; CPE inhibition, % at 10 µM, or IC50 in µM where a hit was titrated; hit rate 0.13% among 310,000; in the data active = a potency from the dose series; inconclusive = CPE inhibition mostly from about 23% at the one dose, without a potency; inactive = the rest, 99 in 100 with CPE inhibition below about 21%; note: strong numbers were not always called active
b-catenin transl = modulators of beta-catenin nuclear translocation, primary screen, imaging, HeLa cells, immunofluorescence, high-content; nuclear translocation activity, % at 5 µM; AID 1665, 2009; hit rate 0.3% among 190,000;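 active = nuclear translocation activity above 50% at 5 µM, with a well cell count of 50 or more; inconclusive = wells under 50 cells across six images, flagged as toxic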;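 note: per-cell ratio of nuclear to cytoplasmic median beta-catenin stain intensity; plate controls were DMSO negative control for no effect and GSK-3 inhibitor IX positive control for full effect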
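Technique: fluorescence imaging of beta-catenin antibody stain plus DAPI / Material: human HeLa cell line / Incubation: compound treatment 24 h, 37°C, 5% CO2 / Read-out basis: % activation of per-cell nuclear versus cytoplasmic median beta-catenin signal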
Myeloid diff MLP = induction of myeloid progenitor differentiation, primary screen, cell-based, flow cytometry, MLPCN library; calls only at 10 µM; hit rate 1% among 360,000; ER-HoxA9 myeloid progenitors, lysozyme-GFP differentiation;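 active = normalized GFP-positive differentiation at or above the plate's own cutoff, the solvent-only control mean plus 3 SD; inconclusive = no clear call, values can overlap the other calls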;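 note: cells exposed to compound for four days before flow analysis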
PhoP inhibition = inhibitors of PhoP regulon expression, primary screen, Salmonella Typhimurium, GFP reporter (AID 1863); S. Typhimurium PhoP-regulated promoter GFP reporter, 4 h; higher % means a stronger effect; hit rate 0.16% among 300,000; inhibition, % at 50 µM; hits with a dose series show IC50 in µM;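 active = inhibition over 29.93%, a cutoff 3 SD above the screen mean, later confirmed by dose response; inconclusive = inhibition over 29.93% but no dose response follow-up; inactive = inhibition at most 29.93% or unconfirmed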;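 note: 0% = low Mg2+ inducing control and 100% = high Mg2+ repressing control; strong numbers were not always called active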
WT yeast gro inh mutant strain = second read-out of WT yeast gro inh, no call of its own (marks repeat the call); inhibition, %; mitochondrial fusion phenotypic screen, mutant strain inhibition
b-catenin transl cell count 5 µM = second read-out of b-catenin transl, no call of its own (marks repeat the call); cell count; measured here: cell count, cytotoxicity flag
T cell HTS vesicle-bound % = also measured in T cell HTS; calls as there; double positive events, %; measured here: CD8+ vesicle-bound cell fraction;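 binding gate set so that unloaded-vesicle control wells show 10% double positive cells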
Myeloid diff MLP GFP+ MAC1+ % = also measured in Myeloid diff MLP; calls as there; GFP+ MAC1+ double positive, %; measured here: differentiation confirmed by MAC1 staining
The depositor's hits bear a star; i = inactive; ? = inconclusive; · = not tested or not shown.

The line under a structure holds: West Nile virus CPE	SV40 large T antigen	T cell HTS	T cell HTS vesicle-bound %	WT yeast gro inh	WT yeast gro inh mutant strain	MgcRacGAP inhibition	RSV CPE inhibition	b-catenin transl	b-catenin transl cell count 5 µM	Myeloid diff MLP	Myeloid diff MLP GFP+ MAC1+ %	PhoP inhibition
(1) CN(c1ccccc1)S(=O)(=O)c1ccc2c(c1)oc(=O)n2C
  -0.3%	-2%	i	·	·	·	7%	0.4%	·	·	i	0.4	8%
(2) COc1ccc(NC(=O)N2CCC(n3nnc4cc(C)ccc43)CC2)cc1
  -1.2%	-1%	i	15	22	0	5%	1.0%	-0.8	552	i	0.8	2%
(3) COc1ccc(C(=O)Nc2nc3c(s2)Cc2cc(OC)ccc2-3)cc1
  0.2%	23%	i	53	3	-6	12%	7.7%	0.2	1308	i	0.8	-2%
(4) CCOc1cc(CNS(=O)(=O)c2ccc3c(c2)CC(=O)N3C)cc(OCC)c1OCC
  -1.0%	11%	i	64	·	·	8%	2.1%	·	·	i	3.8	2%
(5) Cc1cc(C)nc(Oc2ccc(Br)cc2Br)n1
  -1.4%	·	i	35	17	-3	8%	-0.9%	-1.2	1022	i	1.6	·
(6) CC(=O)NCCC1CCN(C(=O)c2cc(COc3ccc(C)nc3)on2)CC1
  0.1%	6%	i	16	·	·	8%	3.5%	·	·	i	0.0	-2%
(7) O=S(=O)(c1ccccc1)c1nc(-c2ccco2)oc1N1CCCCCC1
  0.1%	-3%	i	20	35	3	9%	4.2%	·	·	i	0.3	15%
(8) COC(=O)c1cccc(Oc2nc3c(c(=O)n(C)c(=O)n3C)n2Cc2ccc(C)cc2)c1
  ·	23%	i	33	·	·	6%	1.3%	·	·	i	0.3	·
(9) COc1ccc(/C=N/NC(=O)CCn2nc(C)cc2C)cc1
  0.8%	14%	i	43	·	·	-3%	2.7%	-2.0	1393	i	0.3	2%
(10) Cc1cccc(-n2nc(C(=O)c3ccco3)cc(-c3nc4ccccc4[nH]3)c2=N)c1
  -0.8%	9%	i	51	-15	-15	2%	0.4%	1.4	625	i	1.2	1%
(11) COCCN1C(=O)N[C@@H](c2ccccc2)[C@H](C(=O)OC)[C@H]1C
  -0.1%	12%	i	9	·	·	8%	1.0%	·	·	i	1.7	·
(12) CN(C(=O)CSc1nnc(-c2ccco2)o1)C1CCCCC1
  0.1%	6%	i	15	-18	-3	15%	1.8%	-1.1	802	i	1.5	9%
(13) COc1ccc(CC(=O)O/N=C(\N)c2ccc(C)cc2)cc1
  -0.2%	13%	i	12	·	·	4%	2.4%	1.8	1297	i	0.3	-6%
(14) Cc1cccc(C(=O)NCC(c2ccco2)N2CCc3ccccc32)c1 (stereo unspecified)
  ·	23%	i	28	·	·	10%	11%	·	·	i	0.4	-1%
(15) COc1ccccc1CNS(=O)(=O)c1cc(C)ccc1OC
  -0.1%	16%	i	49	-2	-42	3%	1.8%	·	·	i	0.6	-3%
(16) CCCN(CC1CC1)C(=S)Nc1ccc(Oc2ccccc2)cc1
  -0.6%	9%	i	47	49	14	2%	4.3%	0.8	1076	i	0.3	-6%
(17) CC(C)OCCCNC(=O)C1CC(=O)N(CCc2ccc(F)cc2)C1 (stereo unspecified)
  0.0%	4%	i	56	·	·	2%	1.5%	·	·	i	0.9	5%
(18) CCN(C(=O)CSc1nc2nc(C)cc(C)n2n1)c1ccccc1
  -0.6%	3%	i	22	-3	16	1%	1.7%	1.3	1017	i	7.2	-15%
(19) COc1ccc(/C=C/C(=O)Nc2ccccc2C(=O)N2CCCC2)cc1
  -0.3%	-2%	i	28	12	-21	2%	-1.3%	-0.6	1348	i	2.1	-7%
(20) CC1CCc2c(C(=O)N3CCN(S(=O)(=O)c4cccs4)CC3)csc2C1 (stereo unspecified)
  0.7%	5%	i	50	7	23	9%	2.1%	2.0	971	i	0.6	11%

Some of the entries so far, with tabs:
No.	Compound	West Nile virus CPE	SV40 large T antigen	T cell HTS	T cell HTS vesicle-bound %	WT yeast gro inh	WT yeast gro inh mutant strain	MgcRacGAP inhibition	RSV CPE inhibition	b-catenin transl	b-catenin transl cell count 5 µM	Myeloid diff MLP	Myeloid diff MLP GFP+ MAC1+ %	PhoP inhibition
17	CC(C)OCCCNC(=O)C1CC(=O)N(CCc2ccc(F)cc2)C1 (stereo unspecified)	0.0%	4%	i	56	·	·	2%	1.5%	·	·	i	0.9	5%
18	CCN(C(=O)CSc1nc2nc(C)cc(C)n2n1)c1ccccc1	-0.6%	3%	i	22	-3	16	1%	1.7%	1.3	1017	i	7.2	-15%
19	COc1ccc(/C=C/C(=O)Nc2ccccc2C(=O)N2CCCC2)cc1	-0.3%	-2%	i	28	12	-21	2%	-1.3%	-0.6	1348	i	2.1	-7%
20	CC1CCc2c(C(=O)N3CCN(S(=O)(=O)c4cccs4)CC3)csc2C1 (stereo unspecified)	0.7%	5%	i	50	7	23	9%	2.1%	2.0	971	i	0.6	11%

Results in Myeloid diff MLP GFP+ MAC1+ %, PhoP inhibition and b-catenin transl, for some of the entries so far:
no. | SMILES | Myeloid diff MLP GFP+ MAC1+ % | PhoP inhibition | b-catenin transl
15 | COc1ccccc1CNS(=O)(=O)c1cc(C)ccc1OC | 0.6 | -3% | ·
13 | COc1ccc(CC(=O)O/N=C(\N)c2ccc(C)cc2)cc1 | 0.3 | -6% | 1.8

(continued)
The line under a structure holds: West Nile virus CPE	SV40 large T antigen	T cell HTS	T cell HTS vesicle-bound %	WT yeast gro inh	WT yeast gro inh mutant strain	MgcRacGAP inhibition	RSV CPE inhibition	b-catenin transl	b-catenin transl cell count 5 µM	Myeloid diff MLP	Myeloid diff MLP GFP+ MAC1+ %	PhoP inhibition
(21) C=CCN1C(=O)C2(c3ccccc31)C1CCCC=C1C(C#N)=C(N)C2(C#N)C#N (stereo unspecified)
  -0.5%	19%	i	18	-6	-7	4%	-0.7%	0.1	1069	i	2.8	4%
(22) COc1ccc(OCC(=O)Nc2ccc(N3CCOCC3)cc2)c([N+](=O)[O-])c1
  0.0%	-1%	i	42	-5	-24	4%	2.1%	-0.7	1084	i	0.3	3%
(23) COc1ccc(-c2cc(C(F)(F)F)nc(SCC(=O)Nc3ccc4c(c3)OCO4)n2)cc1OC
  -0.7%	5%	i	25	6	-4	2%	-1.6%	-0.1	967	i	0.8	-5%
(24) Cc1ccc(NC(=O)CC(NCC2CCCO2)C(=O)O)cc1C (stereo unspecified)
  0.1%	2%	i	52	-13	0	1%	-1.0%	8.2	470	i	0.2	2%
(25) Cc1cc2ncn(/N=C/c3ccc([N+](=O)[O-])s3)c2cc1C
  17%	16%	i	30	86	91	3%	-2.5%	12	598	?	·	-7%
(26) COc1ccc(-c2cc(C(=O)Nc3c(C)nn(Cc4ccccc4Cl)c3C)no2)cc1OC
  -0.5%	4%	i	50	-12	15	1%	0.1%	-0.1	757	i	0.9	-10%
(27) CN1CCN(CC(=O)N/N=C/c2ccc(F)c(F)c2)CC1
  -0.1%	17%	i	12	-3	14	19%	1.0%	-3.1	502	i	0.3	-8%
(28) CN(C)CC(C)(C)CNC(=O)C1CCN(Cc2ccccc2O)CC1
  0.2%	3%	i	39	5	19	22%	0.6%	-5.9	941	i	0.9	4%
(29) Cn1c2ccccc2c2cc([N+](=O)[O-])ccc21
  -0.1%	16%	i	43	·	·	1%	42%	-0.1	1274	i	1.5	-8%
(30) CCOC(=O)N1CCN(S(=O)(=O)c2cccs2)CC1
  0.1%	-15%	i	33	-7	-14	7%	2.1%	·	·	i	4.0	1%
(31) COc1ccccc1-c1coc2cc(OC(=O)N3CCOCC3)ccc2c1=O
  -0.9%	4%	i	7	·	·	·	1.8%	-0.2	1349	i	0.3	-14%
(32) COc1ccccc1CNC(=O)C1CCCN(S(=O)(=O)c2cccs2)C1 (stereo unspecified)
  -0.6%	4%	i	28	·	·	3%	9.9%	·	·	i	0.2	4%
(33) O=C(O)C1C2C=CC(C3CC23)C1C(=O)O (stereo unspecified)
  0.1%	-93%	i	41	-10	5	5%	-0.1%	3.0	1114	i	1.1	-1%
(34) O=C(Nc1ccc(N2CCN(C(=O)c3ccccc3)CC2)cc1)c1ccc(Br)o1
  0.4%	11%	i	7	23	11	8%	2.6%	0.3	1117	i	0.4	-4%
(35) CCOc1ccc(NC(=O)CSC2=C(C#N)C(c3ccc4c(c3)OCO4)CC(=O)N2)cc1 (stereo unspecified)
  ·	3%	i	40	2	5	1%	3.6%	-3.0	1123	i	0.0	1%
(36) CCCc1cc(=O)oc2cc(C)cc(OCC(=O)NCCCN3CCOCC3)c12
  1.3%	16%	i	51	·	·	9%	-0.1%	·	·	i	4.6	0%

Compounds above with an aryl thioether with sulfur outside any ring:
The line under a structure holds: West Nile virus CPE	SV40 large T antigen	T cell HTS	T cell HTS vesicle-bound %	WT yeast gro inh	WT yeast gro inh mutant strain	MgcRacGAP inhibition	RSV CPE inhibition	b-catenin transl	b-catenin transl cell count 5 µM	Myeloid diff MLP	Myeloid diff MLP GFP+ MAC1+ %	PhoP inhibition
(12) CN(C(=O)CSc1nnc(-c2ccco2)o1)C1CCCCC1
  0.1%	6%	i	15	-18	-3	15%	1.8%	-1.1	802	i	1.5	9%
(18) CCN(C(=O)CSc1nc2nc(C)cc(C)n2n1)c1ccccc1
  -0.6%	3%	i	22	-3	16	1%	1.7%	1.3	1017	i	7.2	-15%
(23) COc1ccc(-c2cc(C(F)(F)F)nc(SCC(=O)Nc3ccc4c(c3)OCO4)n2)cc1OC
  -0.7%	5%	i	25	6	-4	2%	-1.6%	-0.1	967	i	0.8	-5%
